High-throughput results deposited in PubChem by National Center for Advancing Translational Sciences (NCATS).
mIDH1 inhibitor – human IDH1 R132H inhibition; 390,000 tested, 0.093% active; IDH1-R132H enzyme, NADPH consumption, diaphorase/resazurin fluorescence; Potency, µM (doses to about 76.6 µM), for inactives: at the top dose activity change, negative = inhibition, most hits filed as inhibitors; O75874; further: potency means the concentration at half of the fitted maximal effect; on the % scale 0 is the no-effect control and ±100 the full control effect; nearly all actives have a fitted effect of over 65% in size
Target sequence (O75874 whole entry R132H, stated change not applied): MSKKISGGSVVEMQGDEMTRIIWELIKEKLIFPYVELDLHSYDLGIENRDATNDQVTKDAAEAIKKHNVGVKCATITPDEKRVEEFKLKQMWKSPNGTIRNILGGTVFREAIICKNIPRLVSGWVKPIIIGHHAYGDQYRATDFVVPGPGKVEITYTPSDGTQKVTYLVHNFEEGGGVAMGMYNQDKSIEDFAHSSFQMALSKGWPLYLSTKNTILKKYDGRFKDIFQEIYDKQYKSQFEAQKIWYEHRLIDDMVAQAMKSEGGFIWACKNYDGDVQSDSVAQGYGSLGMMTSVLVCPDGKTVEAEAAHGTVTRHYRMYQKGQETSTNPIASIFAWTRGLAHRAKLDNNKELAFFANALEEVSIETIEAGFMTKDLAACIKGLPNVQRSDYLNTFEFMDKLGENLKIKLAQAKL
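IDH1-R132H (0.5 ug/mL) preincubated 30 min with compound, then NADPH (0.016 mM) and alpha-KG (2 mM) added; 80 min at RT, pH 7.5. Remaining NADPH coupled via diaphorase/resazurin to fluorescence (540/590 nm); concentration-response curves normalized to no-enzyme control.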
D2 antagonist – antagonists of human D2 dopamine receptor; HEK293 TREx D2 cells, calcium flux, dopamine EC80; P14416; inhibition, % at 10 µM; 340,000 tested, 2% active; AID 485344; in the data active means inhibition above about 30%; further: 0% is about no effect
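Inhibition of EC80 dopamine-driven calcium flux, recorded kinetically, defines activity here; cells are a tetracycline-induced HEK293 T-REx line expressing force-coupled D2.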
USP1-UAF1 inh – inhibitors of human USP1/UAF1 deubiquitinase; recombinant USP1/UAF1, Ub-Rhodamine cleavage fluorescence; O94782; 390,000 tested, 0.23% active; Potency, µM (doses to about 57.1 µM), inactives show at the highest dose activity change, negative = inhibition, actives largely listed as inhibitors; further: potency means the concentration at half of the fitted maximal effect; on the % scale 0 is the no-effect control and ±100 the full control effect; nearly all actives have a fitted effect of over 60% in size; inactives centre near -12
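USP1/UAF1 complex at 1 nM was preincubated with compound for 15 min at room temperature, then Ub-Rho substrate (150nM final) was added. Fluorescence (480/540 nm) was read kinetically, 6 reads every 60 seconds.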
TrxR1 substrate – rat thioredoxin reductase 1 substrate activity | O89049 | purified TrxR1 substrate turnover, NADPH consumption readout | Potency, µM (top dose mostly 114 µM), inactives show at the top dose activity change, negative = substrate turnover | 390,000 tested, 0.01% active | AID 588456; further: potency means the concentration at half of the fitted maximal effect; on the % scale 0 is the no-effect control and ±100 the full control effect; nearly all actives have a fitted effect of over 50% in size
Target sequence (O89049 whole entry, looked up): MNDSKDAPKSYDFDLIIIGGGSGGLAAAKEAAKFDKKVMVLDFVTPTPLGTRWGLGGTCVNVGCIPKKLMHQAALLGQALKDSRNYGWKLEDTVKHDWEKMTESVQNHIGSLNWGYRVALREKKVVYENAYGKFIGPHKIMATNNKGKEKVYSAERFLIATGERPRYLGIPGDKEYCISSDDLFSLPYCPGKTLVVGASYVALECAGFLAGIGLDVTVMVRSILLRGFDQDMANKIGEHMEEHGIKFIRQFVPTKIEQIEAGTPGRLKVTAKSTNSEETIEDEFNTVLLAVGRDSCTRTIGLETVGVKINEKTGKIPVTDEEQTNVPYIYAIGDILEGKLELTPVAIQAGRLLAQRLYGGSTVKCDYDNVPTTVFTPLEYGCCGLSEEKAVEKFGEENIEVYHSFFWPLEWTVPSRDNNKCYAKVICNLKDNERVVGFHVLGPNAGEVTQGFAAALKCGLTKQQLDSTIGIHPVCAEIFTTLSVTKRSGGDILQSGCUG
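Rat TrxR1, dispensed at 90 nM, was prereduced with 400 uM NADPH (final) for 5 min at ~22 deg C, then incubated with compound 15 min before 400 uM selenite. A first-read NADPH fluorescence drop versus no-compound background flagged substrates.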
D2 ag – D2 dopamine receptor (human) agonism; HEK293 T-REx D2 cells, calcium flux agonist mode; activation, % at 2 µM; 340,000 tested, 0.53% active; AID 485358;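 active means activation over 3 SD above normal in the single-dose calcium agonist read, cut at about 30% in these data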; further: 0% is about no effect
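Tetracycline-induced HEK293 T-REx cells with force-coupled D2 receptor, plated overnight at 30 C, loaded with no-wash calcium dye. After a 10 s baseline, compound was pin-added and calcium flux read kinetically for 180 s; calcium rises flagged agonists.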
TRHR enhancer – TRH receptor (human) allosteric enhancement; P34981; TRHR cells, fluo-8 calcium fluorescence, EC20 TRH enhancement; enhancement, % at 2 µM; 360,000 tested, 0.66% active; in the data active means enhancement above about 30%; further: 0% is about no effect
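Enhancer read-out: after compound pinning and an initial kinetic agonist-mode read, an EC20 of TRH (10 nM final) was injected and fluo-8 calcium signal (Ex 480/Em 530) followed at 1 s/cycle for 100 cycles in TRHR-expressing cells.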
TRHR agonist – activates the human TRH receptor; P34981; TRHR cells, calcium flux fluo-8, FDSS agonist mode; activation, % at 2 µM; 360,000 tested, 0.18% active; AID 493084; in the data active means activation above about 30%; further: 0% is about no effect
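TRHR-expressing cells loaded with fluo-8 calcium dye; 23 nL library compound pin-transferred, kinetic FDSS fluorescence (Ex 480/Em 530) recorded about 180 s for agonist-induced calcium release, before a 10 nM TRH EC20 addition for potentiator mode.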
rTrxR1 inhibitor – blocks rat thioredoxin reductase 1. Potency, µM (doses to about 114 µM), for the others: at the top dose activity change, negative = inhibition, usual class: inhibitors. 390,000 tested, 1% active. recombinant rTrxR1, NADPH fluorescence consumption, selenite substrate. O89049; further: potency means the concentration at half of the fitted maximal effect; on the % scale 0 is the no-effect control and ±100 the full control effect; nearly all actives have a fitted effect of over 65% in size
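Rat TrxR1 (90 nM in the dispensed reagent) was pre-reduced with 400 uM NADPH for 5 min at room temperature, then incubated with compound for 15 min. After 400 uM selenite was added, NADPH fluorescence (Ex 340/Em 450 nm) was followed for 8 min.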
Pin1 inhibitor – blocks the human prolyl isomerase Pin1. Q13526. Pin1 FP peptide displacement, HiFluor488, 10 min. Potency, µM (series often up to 115 µM), for inactives: at the highest dose activity, negative = inhibition, actives largely listed as inhibitors. 390,000 tested, 0.009% active; active means well fitted inhibition curve with a large enough effect in the polarisation, with a control signal flat, not every such curve was filed as active; inconclusive means small, poorly fitted or top-dose-only effect, or effect the other way, or a change in a side signal; inactive means no such curve, though single readings can be large or run the other way; the % refers to the polarisation; further: potency means the concentration at half of the fitted maximal effect; on the % scale 0 is the no-effect control and ±100 the full control effect
Target sequence (Q13526 whole entry, looked up): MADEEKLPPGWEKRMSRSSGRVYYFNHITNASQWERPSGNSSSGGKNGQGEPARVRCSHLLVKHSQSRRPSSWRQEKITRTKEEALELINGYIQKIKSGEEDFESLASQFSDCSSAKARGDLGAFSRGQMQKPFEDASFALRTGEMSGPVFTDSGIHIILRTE
Numbers without * were called inactive; [ ] = another dose, or the depositor's remark. Unless noted, the call rests on the fitted dose curve; in most records, active means well fitted inhibition curve with a large enough effect; inconclusive means small, poorly fitted or top-dose-only effect; inactive means no such curve, though single readings can be large or run the other way.

Results for O=C(COC(=O)CCCC1=NS(=O)(=O)c2ccccc2N1)Nc1ccccc1 ?
mIDH1 inhibitor: 5%; D2 antagonist: 3; USP1-UAF1 inh: -10%; TrxR1 substrate: -3%; D2 ag: 0.1; TRHR enhancer: -1; TRHR agonist: -0.2; rTrxR1 inhibitor: 13%; Pin1 inhibitor: 5%

Results for CC(=O)N1CCN(C(=O)c2cccc(NS(=O)(=O)c3ccc(Br)cc3)c2)CC1 ?
mIDH1 inhibitor: 9%; D2 antagonist: -1; USP1-UAF1 inh: -14%; TrxR1 substrate: 6%; D2 ag: 1.2; TRHR enhancer: -9; TRHR agonist: 0.4; rTrxR1 inhibitor: 17%; Pin1 inhibitor: 0%

How did COc1ccc(CN2CCNC(=O)C2CC(=O)NCCCn2nnc3ccccc32)cc1C (stereo not drawn) do in these assays?
mIDH1 inhibitor: -2%; D2 antagonist: 5; USP1-UAF1 inh: -5%; TrxR1 substrate: -1%; D2 ag: 0.3; TRHR enhancer: -1; TRHR agonist: -0.2; rTrxR1 inhibitor: -34%; Pin1 inhibitor: 2%

What do the screens show for `CCOc1ccc2nc(NC(=O)C3CSC4(C)CCC(=O)N34)sc2c1` (stereo not drawn)?
mIDH1 inhibitor: -12%; D2 antagonist: 13; USP1-UAF1 inh: -13%; TrxR1 substrate: 4%; D2 ag: -0.1; TRHR enhancer: 14; TRHR agonist: -0.5; rTrxR1 inhibitor: 22%; Pin1 inhibitor: -1%

How did COc1ccc(-c2nc(CN3CCC(C(=O)NCCc4ccccc4)CC3)c(C)o2)cc1OC do in these assays?
mIDH1 inhibitor: 0%; USP1-UAF1 inh: -23%; TrxR1 substrate: 5%; D2 ag: -1.3; TRHR enhancer: 20; TRHR agonist: 0.0; rTrxR1 inhibitor: 9%; Pin1 inhibitor: inconclusive

How did COC(=O)c1cc(NC(=O)C2CC2)cc(C(=O)OC)c1 do in these assays?
mIDH1 inhibitor: -9%; D2 antagonist: -6; USP1-UAF1 inh: -8%; TrxR1 substrate: 1%; D2 ag: 0.1; TRHR enhancer: 1; TRHR agonist: -0.8; rTrxR1 inhibitor: 1%; Pin1 inhibitor: -1%

Results for CCCC(=O)N(CCc1ccccc1)Cc1nc2ccccc2c(=O)[nH]1 ?
mIDH1 inhibitor: 3%; D2 antagonist: 8; USP1-UAF1 inh: -5%; TrxR1 substrate: 3%; D2 ag: 0.5; TRHR enhancer: 1; TRHR agonist: -0.6; rTrxR1 inhibitor: 12%; Pin1 inhibitor: -2%

What do the screens show for `CC(=O)OC[C@H]1O[C@@H](Sc2cccc3cccnc23)[C@H](OC(C)=O)[C@@H](OC(C)=O)[C@@H]1OC(C)=O`?
mIDH1 inhibitor: 2%; D2 antagonist: 6; USP1-UAF1 inh: -7%; TrxR1 substrate: 97%[activator]; D2 ag: 0.9; TRHR enhancer: 8; TRHR agonist: 0.4; rTrxR1 inhibitor: -18%; Pin1 inhibitor: 0%

How did CCOC(=O)C(=O)Nc1ccc(S(=O)(=O)Nc2nccs2)cc1 do in these assays?
mIDH1 inhibitor: -2%; D2 antagonist: 0; USP1-UAF1 inh: -14%; TrxR1 substrate: -3%; D2 ag: -1.8; TRHR enhancer: -5; TRHR agonist: -0.6; rTrxR1 inhibitor: 14%; Pin1 inhibitor: 4%

What do the screens show for `N#C/C(=C\c1cc2c(cc1Br)OCO2)c1ccc(C(=O)O)cc1`?
mIDH1 inhibitor: 13%; D2 antagonist: 3; USP1-UAF1 inh: -20%; TrxR1 substrate: -8%[11.4 µM]; D2 ag: -1.8; TRHR enhancer: -1; TRHR agonist: -0.9; rTrxR1 inhibitor: 13%; Pin1 inhibitor: -6%

How did Cc1nc(N)sc1C(=O)N/N=C/c1cccnc1 do in these assays?
mIDH1 inhibitor: -6%; D2 antagonist: -31; USP1-UAF1 inh: -11%; TrxR1 substrate: -12%[57.1 µM]; D2 ag: -0.4; TRHR enhancer: -5; TRHR agonist: 1.4; rTrxR1 inhibitor: -12%[57.1 µM]; Pin1 inhibitor: -7%

How did Cc1cc(=O)[nH]c(SCC(=O)c2ccc(C)c(C)c2)n1 do in these assays?
mIDH1 inhibitor: 3%; D2 antagonist: 7; USP1-UAF1 inh: 1%; TrxR1 substrate: 4%; D2 ag: -0.3; TRHR enhancer: 1; TRHR agonist: 0.1; rTrxR1 inhibitor: 15%; Pin1 inhibitor: 0%

Results for CC(=O)ON1C(C)(C)Cc2noc(N)c2C1(C)C ?
mIDH1 inhibitor: 1%; D2 antagonist: -11; USP1-UAF1 inh: -17%; TrxR1 substrate: -1%; D2 ag: 0.3; TRHR enhancer: 1; TRHR agonist: 0.3; rTrxR1 inhibitor: 7%; Pin1 inhibitor: -14%

Results for Brc1ccc2nc(-c3c[nH]c4ccccc34)cn2c1 ?
mIDH1 inhibitor: 24%; D2 antagonist: 3; USP1-UAF1 inh: -26%; TrxR1 substrate: -2%; D2 ag: 2.5; TRHR enhancer: -2; TRHR agonist: 1.0; rTrxR1 inhibitor: 18%; Pin1 inhibitor: 10%

What do the screens show for `CC(=O)N1CCN(C(=O)CCc2c[nH]c3ccccc23)CC1`?
mIDH1 inhibitor: 4%; D2 antagonist: 15; USP1-UAF1 inh: -13%; TrxR1 substrate: 11%; D2 ag: 0.9; TRHR enhancer: 0; TRHR agonist: 0.7; rTrxR1 inhibitor: 12%; Pin1 inhibitor: -1%

Results for COc1ccccc1CCC(=O)OC(C)C(=O)Nc1c(C)n(C)n(-c2ccccc2)c1=O (stereo not drawn) ?
mIDH1 inhibitor: 4%; D2 antagonist: 4; USP1-UAF1 inh: -12%; TrxR1 substrate: -10%; D2 ag: 0.1; TRHR enhancer: 9; TRHR agonist: -0.6; rTrxR1 inhibitor: -12%; Pin1 inhibitor: 1%

How did Cc1cc(C)cc(NC(=O)c2cc(Cl)sc2Cl)c1 do in these assays?
mIDH1 inhibitor: 5%; D2 antagonist: 8; USP1-UAF1 inh: -19%; TrxR1 substrate: 12%[57.1 µM]; D2 ag: -1.6; TRHR enhancer: -2; TRHR agonist: -2.2; rTrxR1 inhibitor: 16%[57.1 µM]; Pin1 inhibitor: 3%

How did Cc1cc(C)c(C(=O)OCC(=O)Nc2cccc(S(=O)(=O)N3CCCCC3)c2)c(C)c1 do in these assays?
mIDH1 inhibitor: 4%; D2 antagonist: 3; USP1-UAF1 inh: -26%; TrxR1 substrate: -12%; D2 ag: 0.2; TRHR enhancer: -3; TRHR agonist: 0.4; rTrxR1 inhibitor: -9%; Pin1 inhibitor: 2%

How did CCOC(=O)c1oc2ccccc2c1CN1CC(C)OC(C)C1 (stereo not drawn) do in these assays?
mIDH1 inhibitor: 2%; D2 antagonist: -26; USP1-UAF1 inh: -20%; TrxR1 substrate: 7%[57.1 µM]; D2 ag: -0.7; TRHR enhancer: 4; TRHR agonist: 0.2; rTrxR1 inhibitor: 17%[57.1 µM]; Pin1 inhibitor: -7%

How did N=c1ncn(Cc2ccccc2)c2nc(SCCOc3ccccc3)[nH]c12 do in these assays?
mIDH1 inhibitor: 3%; D2 antagonist: -7; USP1-UAF1 inh: -22%; TrxR1 substrate: 1%; D2 ag: -0.7; TRHR enhancer: 9; TRHR agonist: -0.3; rTrxR1 inhibitor: 0%; Pin1 inhibitor: -1%

How did Oc1cccc(C=NCc2ccccc2)c1O do in these assays?
mIDH1 inhibitor: -2%; D2 antagonist: -10; USP1-UAF1 inh: inconclusive; TrxR1 substrate: -14%; D2 ag: 0.3; TRHR enhancer: 11; TRHR agonist: -0.1; rTrxR1 inhibitor: inconclusive; Pin1 inhibitor: inconclusive

How did CCc1cc2c3c([nH]c2cc1S(=O)(=O)N1CCC2(CC1)OCCO2)CCCC3=O do in these assays?
mIDH1 inhibitor: -6%; D2 antagonist: -5; USP1-UAF1 inh: -12%; TrxR1 substrate: -3%; D2 ag: -0.1; TRHR enhancer: 1; TRHR agonist: 0.3; rTrxR1 inhibitor: 17%; Pin1 inhibitor: -4%

How did O=C(O)c1csc(-c2ccc(Cl)cc2)n1 do in these assays?
mIDH1 inhibitor: -8%; D2 antagonist: 6; USP1-UAF1 inh: 3%; TrxR1 substrate: 4%[57.1 µM]; D2 ag: 3.1; TRHR enhancer: -3; TRHR agonist: -0.1; rTrxR1 inhibitor: 17%[57.1 µM]; Pin1 inhibitor: 1%

How did COc1cc(/C=N/NC(=O)c2nonc2C)ccc1O do in these assays?
mIDH1 inhibitor: 0%; D2 antagonist: 3; USP1-UAF1 inh: -8%; TrxR1 substrate: -4%; D2 ag: 0.0; TRHR enhancer: 1; TRHR agonist: 0.0; rTrxR1 inhibitor: 7%; Pin1 inhibitor: 5%

Results for CC(C)C(=O)Nc1ccc2nn(-c3ccc(F)cc3)nc2c1 ?
mIDH1 inhibitor: 1%; D2 antagonist: 1; USP1-UAF1 inh: -20%; TrxR1 substrate: 54%[activator]; D2 ag: 1.0; TRHR enhancer: -1; TRHR agonist: 1.0; rTrxR1 inhibitor: 22%; Pin1 inhibitor: 10%

How did COC(=O)c1[nH]c2ccccc2c1NC(=O)C(C)N1CCOCC1 (stereo not drawn) do in these assays?
mIDH1 inhibitor: -3%; USP1-UAF1 inh: -23%; TrxR1 substrate: 9%; TRHR enhancer: 5; TRHR agonist: 0.0; rTrxR1 inhibitor: 16%; Pin1 inhibitor: 2%

How did CCN(CC)C(=O)c1sc(N)c(C(=O)OC(C)C)c1C do in these assays?
mIDH1 inhibitor: 7%; D2 antagonist: 3; USP1-UAF1 inh: -6%; TrxR1 substrate: 7%; D2 ag: -0.1; TRHR enhancer: -3; TRHR agonist: -0.7; rTrxR1 inhibitor: 17%; Pin1 inhibitor: 1%

The list is partial. The share of hits here may be higher or lower than overall.
